MBD2 DNA inh: blocks human MBD2 binding to methylated DNA. TR-FRET, MBD2 binding to methylated oligonucleotide. inhibition, % at 4.4 µM. actives 0.31% (n = 370,000); in the data active = inhibition above about 13%
SIAE inh: blocks human sialic acid acetylesterase | inhibition, % at 9.66 µM | actives 0.69% (n = 370,000) | Q9HAT2 | AID 1053197 | SIAE FP-Rh probe binding, fluorescence polarization;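 active = inhibition above a cutoff: mean of compounds within the control limits plus 3 SD of those, cut at about 17% in these data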;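 note: 0% = plate median of compound wells and 100% = probe without SIAE protein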
HTRA1 inhibitor: HTRA1 (human) protease inhibition; Q92743; recombinant HTRA1, FP-rhodamine activity-based probe, fluorescence polarization; inhibition, % at 5.96 µM; actives 0.5% (n = 340,000); in the data active = inhibition above about 36%;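 note: 0% = enzyme with DMSO and 100% = wells lacking enzyme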
UHRF1 binding: UHRF1 methyl-DNA binding inhibition | Q96T88 | UHRF1 binding to methylated oligo, TR-FRET | inhibition, % at 4.4 µM | actives 0.75% (n = 370,000); in the data active = inhibition above about 21%;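 note: UHRF1 SRA domain binding a hemimethylated CpG hairpin DNA probe; 0% = median of test compound wells and 100% = reference inhibitor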
ABHD4 inh: inhibitors of mouse ABHD4; Q8VD66; purified mABHD4, FP-Rh probe fluorescence polarization; inhibition, % at 8.92 µM; actives 0.54% (n = 370,000); AID 720543;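 active = inhibition exceeding the mean over every tested compound plus 3 SD, cut at about 30% in these data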;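 note: 0% = plate median of compound wells and 100% = S159A mutant with DMSO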
Target sequence (Q8VD66 whole entry, looked up): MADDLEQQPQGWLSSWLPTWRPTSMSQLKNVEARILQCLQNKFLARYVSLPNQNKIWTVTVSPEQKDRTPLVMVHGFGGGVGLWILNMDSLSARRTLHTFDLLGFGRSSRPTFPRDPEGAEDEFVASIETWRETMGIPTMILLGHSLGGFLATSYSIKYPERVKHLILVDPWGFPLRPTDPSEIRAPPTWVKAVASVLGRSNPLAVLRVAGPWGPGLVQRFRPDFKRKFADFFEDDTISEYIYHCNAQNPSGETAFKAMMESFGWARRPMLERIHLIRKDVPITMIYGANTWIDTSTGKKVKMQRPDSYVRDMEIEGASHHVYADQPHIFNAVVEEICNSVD
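Test system: mABHD4 protein | Buffer or medium: HEPES pH 7.0 buffer, 150 mM NaCl, 0.01% Pluronic F-127 | Probe or stimulus: FP-Rh fluorescent activity-based probe, added after compound pre-incubation | Timing: Pre-incubation 45 min, probe exposure 60 min, at 25 °C | Technique: Fluorescence polarization, excitation 525 nm, emission 598 nm, BODIPY TMR filters | Repeats: Single well per compound (singlicate)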
PRMT1 inh: blocks human protein arginine methyltransferase 1; Q99873; recombinant PRMT1, activity-based probe fluorescence polarization; inhibition, % at 2.79 µM; actives 1.3% (n = 370,000);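 active = inhibition above about 21% made by adding two undisclosed values, limit read from the data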
Target sequence (Q99873 whole entry, looked up): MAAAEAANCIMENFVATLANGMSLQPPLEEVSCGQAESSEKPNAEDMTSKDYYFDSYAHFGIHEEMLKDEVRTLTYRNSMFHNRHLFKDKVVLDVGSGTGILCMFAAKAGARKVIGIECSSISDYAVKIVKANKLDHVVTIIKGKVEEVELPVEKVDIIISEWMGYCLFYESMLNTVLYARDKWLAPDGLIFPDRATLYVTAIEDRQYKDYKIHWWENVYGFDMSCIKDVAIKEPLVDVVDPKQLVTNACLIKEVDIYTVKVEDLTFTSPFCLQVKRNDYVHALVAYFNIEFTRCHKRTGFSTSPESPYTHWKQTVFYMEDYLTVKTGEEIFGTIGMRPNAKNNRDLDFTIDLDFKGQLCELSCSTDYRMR
TCR CD3 inh: inhibitors of human TCR-CD3 interaction | TAMRA-labeled TCR probe fluorescence, biochemical | inhibition, % at 9.4 µM | actives 0.37% (n = 360,000) | AID 651800; in the data active = inhibition above about 19%;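 note: recombinant mutant TCR 2C K166C tagged with TAMRA read by polarization; 0% = receptor in buffer alone and 100% = receptor with positive control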
GC-A act: GC-A (human) enzyme activation. HEK293 GC-A cells, cGMP TR-FRET, EC30 ANP; 0% at EC30 ANP, 100% saturating ANP. P16066. activation, % at 10 µM. actives 0.14% (n = 370,000). AID 1671463; in the data active = activation above about 40%
rCAG RNA binder: molecules binding r(CAG) RNA repeats | r(CAG) RNA repeat, TO-PRO-1 dye displacement fluorescence | inhibition, % at 3 µM | actives 1.3% (n = 370,000) | AID 651821;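 active = inhibition above the plate cutoff, the mean of all test compounds on that plate plus 3 SD, cut at about 35% in these data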;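 note: 0% = DMSO alone and 100% = 100 µM mitoxantrone as full dye displacement; higher means more dye released from RNA so lower well fluorescence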
NPR2 activator: GC-B (human) receptor activation; P20594; HEK293-GC-B cells, CNP EC30, cGMP TR-FRET; 0% at EC30 CNP, 100% saturating CNP; activation, % at 10 µM; actives 0.11% (n = 370,000); AID 1920062;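 active = activation at 10 µM reaching about 35% in either raw or pattern-adjusted values, limit read from the data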
* = called active by the depositor; . = no result given. These rows are one share of the data; count on the stated rates, not on these rows.

SMILES	MBD2 DNA inh	SIAE inh	HTRA1 inhibitor	UHRF1 binding	ABHD4 inh	PRMT1 inh	TCR CD3 inh	GC-A act	rCAG RNA binder	NPR2 activator
CCN(CC)CC(C)CNC(=O)C1(O)c2ccccc2NC(=O)N1c1ccc(Cl)c(Cl)c1 (stereo not given)	-5	4	-4	-1	-5	-5	-4	2	3	3
O=C(Nc1ccc(Cl)cc1)NN1CC(=O)N(c2cccc(C(F)(F)F)c2)CC1=O	-6	-4	0	-1	-6	-7	-9	3	4	2
O=C(CSc1nc(-c2ccccc2)cc(C(F)(F)F)n1)N1CCOCC1	-4	-4	-2	-1	0	6	7	3	0	2
O=c1c2ccccc2sc2nc(CCl)nn12	-1	0	3	0	3	0	-1	2	4	3
Cc1ccc(CNC(=O)/C=C/c2ccc(S(=O)(=O)NCc3ccco3)cc2)cc1	-1	-1	-25	-1	-5	2	0	-4	4	-1
COc1cc([N+](=O)[O-])cc(/C=N/NC(=O)c2cccnc2)c1O	-16	5	6	-7	21	0	32*	2	9	-1
CC(C(=O)NC1CCCc2ccccc21)N1C(=O)C2CCCCC2C1=O (stereo not given)	5	0	4	-2	8	0	6	1	0	9
N#Cc1cc2c(=O)n3ccccc3nc2n(CCCn2ccnc2)c1=N	-10	2	5	-6	3	-3	0	5	-1	5
O=C(COC(=O)Cc1ccc(Cl)c(Cl)c1)NCc1ccco1	5	0	-10	-4	6	-6	6	0	0	0
Cc1ccc(CN2CCSCC2)cc1	0	-4	-1	0	10	1	5	0	-1	3
CCOc1ccc(-n2c(SCc3ccc(C#N)cc3)nnc2-c2cccnc2)cc1	-1	1	1	8	-4	2	-2	-3	1	-10
Cn1cnnc1SCC(=O)Nc1ccc2nc(SCc3ccccc3Cl)sc2c1	3	-16	-49	2	-27	1	-8	-4	5	-1
COc1ccc(OC)c(NC(=O)NNC(=O)COc2ccc([N+](=O)[O-])cc2)c1	-1	7	-3	-1	4	1	-5	2	2	-2
CCO[C@H]1OC(C(=O)N2CCCCCCC2)=C[C@@H](c2ccc(C(F)(F)F)cc2)[C@@H]1CCCO	-1	-3	-8	3	9	-1	9	-6	-7	-2
Cc1nonc1OCCNc1ccc([N+](=O)[O-])cc1	1	11	-3	-4	3	-3	3	1	-2	-4
O=C(N[C@H]1CC[C@H](CCNC(=O)C2CC2)O[C@@H]1CO)c1ccccn1	0	-5	.	3	5	3	-2	-3	0	1
Fc1ccc(Oc2ncccn2)c(F)c1	4	1	-2	3	3	3	-4	3	2	4
Nc1nonc1-c1noc(COc2ccccc2Cl)n1	7	6	-1	2	-6	1	-5	9	0	-1
COC(=O)c1ccc(CO/N=C/c2ccccc2OC)cc1	-2	-4	-18	1	-1	-1	-2	3	-8	2
C=CCN(c1ccc(C(=O)Nc2ccc(C)cc2)cc1)S(C)(=O)=O	-1	-3	-14	1	-1	0	-4	1	1	3
CCCCCCCCOC(=O)c1cc([N+](=O)[O-])c(Sc2ncnc3nc[nH]c23)c([N+](=O)[O-])c1	2	6	-3	0	-7	0	-7	1	38*	-6
COc1ccc(NC(=O)CSCC(=O)Nc2cc(Cl)ccc2N2CCCC2)cc1	0	7	-4	-1	1	2	5	-13	-2	-8
CCC1(CC)C(=O)N(c2ccccc2)C(=N)N(c2ccccc2)C1=O	3	2	4	3	1	1	-4	-3	0	1
COC(=O)c1ccc(C2/C(=C(/O)c3ccc4c(c3)CC(C)O4)C(=O)C(=O)N2Cc2ccncc2)cc1 (stereo not given)	1	-2	5	-3	2	5	3	4	10	3
O=C(CCNC(=O)c1ccc(Cl)cc1)NNC(=O)c1ccc(F)cc1	-1	3	3	3	3	1	3	-1	1	-1

Molecules listed so far that have sulfur, in the order listed:
SMILES	MBD2 DNA inh	SIAE inh	HTRA1 inhibitor	UHRF1 binding	ABHD4 inh	PRMT1 inh	TCR CD3 inh	GC-A act	rCAG RNA binder	NPR2 activator
O=C(CSc1nc(-c2ccccc2)cc(C(F)(F)F)n1)N1CCOCC1	-4	-4	-2	-1	0	6	7	3	0	2
O=c1c2ccccc2sc2nc(CCl)nn12	-1	0	3	0	3	0	-1	2	4	3
Cc1ccc(CNC(=O)/C=C/c2ccc(S(=O)(=O)NCc3ccco3)cc2)cc1	-1	-1	-25	-1	-5	2	0	-4	4	-1
Cc1ccc(CN2CCSCC2)cc1	0	-4	-1	0	10	1	5	0	-1	3
CCOc1ccc(-n2c(SCc3ccc(C#N)cc3)nnc2-c2cccnc2)cc1	-1	1	1	8	-4	2	-2	-3	1	-10
Cn1cnnc1SCC(=O)Nc1ccc2nc(SCc3ccccc3Cl)sc2c1	3	-16	-49	2	-27	1	-8	-4	5	-1
C=CCN(c1ccc(C(=O)Nc2ccc(C)cc2)cc1)S(C)(=O)=O	-1	-3	-14	1	-1	0	-4	1	1	3
CCCCCCCCOC(=O)c1cc([N+](=O)[O-])c(Sc2ncnc3nc[nH]c23)c([N+](=O)[O-])c1	2	6	-3	0	-7	0	-7	1	38*	-6
COc1ccc(NC(=O)CSCC(=O)Nc2cc(Cl)ccc2N2CCCC2)cc1	0	7	-4	-1	1	2	5	-13	-2	-8

New compounds follow.
SMILES	MBD2 DNA inh	SIAE inh	HTRA1 inhibitor	UHRF1 binding	ABHD4 inh	PRMT1 inh	TCR CD3 inh	GC-A act	rCAG RNA binder	NPR2 activator
COC(=O)C1CCN(CC(=O)Nc2ccc(C(=O)Nc3ccccc3OC)cc2)CC1	2	-8	-7	3	-5	-2	-8	1	1	-5
COc1ccccc1Cc1c(-c2ccc(C)cc2)nc2c3ccccc3ccn12	5	-3	.	5	-10	3	-5	-6	8	2
O=C(COc1ccc(C(=S)N2CCOCC2)cc1)Nc1ccccc1C(F)(F)F	-1	-1	2	-1	1	2	0	5	-2	1
COc1cccc(C(=O)/C=C/Nc2ccc(S(=O)(=O)Nc3cnc4ccccc4n3)cc2)c1	-3	-13	-15	0	-6	-2	1	5	34	-2
Cc1cc(=O)n2nc(N3CCC(C(=O)NCc4cccc(Cl)c4)CC3)sc2n1	4	7	-1	2	13	0	-13	4	1	-1
COCCn1c(CCc2ccccc2)n[nH]c1=S	-4	9	2	-2	5	2	4	-2	-2	-12
CCN(C(=O)COC(=O)c1nc2nc(C)cc(C)n2n1)C1CCCCC1	0	5	5	-2	-5	-2	3	0	-5	-3
CCOc1ccc2c(c1)C(c1ccc(C)cc1)=NNC(c1ccc(OC)cc1)=N2	-1	2	-22	-1	-10	-3	1	6	0	-2
O=C(COC(=O)Cc1n[nH]c(=O)c2ccccc12)Nc1ncc(Cl)cc1Cl	-2	-5	14	-1	7	-2	-1	0	4	-2
Cc1ccc(CSCC(=O)N(C)CC(=O)Nc2ccccc2Cl)cc1	2	-7	-2	-1	0	-1	5	1	-10	1
O=C(COC(=O)/C=C/c1cccc(F)c1)NCc1ccc2c(c1)OCO2	2	6	0	0	-3	0	5	2	2	-1
Cc1ccc(S(=O)(=O)N[C@H](C(=O)N2CCC(C(=O)N[C@H](C(=O)O)c3ccccc3)CC2)C(C)C)cc1	-6	4	-8	2	4	-5	5	2	4	5
CCOC(=O)c1c(-c2ccccc2)oc2cc(Br)c(O)cc12	-4	-8	-38	-1	-2	-5	2	-2	22	-3
O=C(CN1CCOCC1)N1CCOCC1	10	-6	0	3	-2	5	0	-6	3	1
O=C(NC1CC1)c1ccc(CSCc2ccc(Cl)cc2)o1	-6	1	-4	-1	-5	-4	1	3	2	2
CCN1CCN(C(=S)NC(=O)/C=C/c2cccs2)CC1	-2	1	2	-3	-2	-4	-1	2	-2	2
CCC(=O)Oc1ccc(C(=O)Nc2cccc(C(=O)NCC(C)C)c2)cc1	4	-8	6	0	-12	-5	4	2	-1	-1
COc1ccc(C(=O)c2cnc[nH]2)cc1	3	-4	.	1	0	-5	-4	5	-1	3
O=C(NCC1CCCO1)c1cc2cc(Cl)ccc2[nH]1 (stereo not given)	0	-7	-6	0	-2	-1	-4	0	-4	-6
Oc1ccc(Br)cc1/C=N/N1CCN(Cc2cccc3ccccc23)CC1	5	4	4	0	-1	-1	11	-1	-2	-2
COc1cc(CC(=O)NCC2COc3ccccc3O2)cc(OC)c1OC (stereo not given)	4	2	1	-1	5	2	-2	-2	-3	0
O=C(O)C1=CC[C@@H](c2ccc(Cl)cc2)N(S(=O)(=O)c2ccc(Cl)cc2)[C@H]1c1ccccc1	-3	-5	-42	1	-10	1	36*	2	65*	-1
Nc1ncc2c(n1)-c1cc(Cl)ccc1SC2	4	-12	-22	5	-12	-1	-7	-3	9	-4

Screening data deposited in PubChem BioAssay by several laboratories.
